FXIa inh: human FXIa protease inhibitors, primary screen, biochemical, 1536-well; Coagulation factor XI (Homo sapiens), P03951; purified FXIa, Boc-Glu-Ala-Arg-AMC fluorogenic substrate; inhibition, % at 5 µM; 220,000 compounds, 0.14% hits;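 active means inhibition of at least 40%; inactive means inhibition below 40%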;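 further: fluorescence of freed AMC excited at 355 nm; 0% = enzyme without compound and 100% = no enzyme blank; many of its hits are not listed in these tables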
FXIIa inh 1536: human FXIIa protease inhibitors, primary screen, biochemical, 1536-well; Coagulation factor XII (Homo sapiens), P00748; purified FXIIa, Boc-QGR-AMC fluorogenic substrate, 2 h; inhibition, % at 5 µM; 220,000 compounds, 0.3% hits; AID 800, 2007; in the data active means inhibition above about 40%;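 further: 0% = enzyme with no compound and 100% = blank without enzyme; many of its hits are not listed in these tables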
p97 ATPase inh: inhibitors of human p97 ATPase, primary screen, biochemical | AID 1481, 2009 | inhibition, % at 8 µM | Transitional endoplasmic reticulum ATPase (Homo sapiens), P55072 | 220,000 compounds, 0.42% hits | recombinant p97 ATPase, Kinase-Glo ATP luminescence, 3 h; in the data active means inhibition above about 15%;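 further: 0% = DMSO vehicle and 100% = wells lacking enzyme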
14-3-3 Bad inh: inhibitors of 14-3-3 zeta/Bad binding, primary screen, biochemical, TR-FRET, bovine 14-3-3 zeta; 14-3-3 protein zeta/delta (Bos taurus), P63103; TR-FRET 14-3-3zeta/Dy647-pBad peptide displacement, 1 h; inhibition, % at 21.7 µM; 220,000 compounds, 0.71% hits; AID 781, 2007;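 active means inhibition above about 70%, limit read from the data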;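 further: 0% = full 14-3-3 plus peptide FRET controls and 100% = background without 14-3-3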
Wee1 stabilizer: Wee1 degradation inhibitors, primary screen, cell-based, HeLa, Wee1K328M-luciferase, luminescence. HeLa Luc-Wee1K328M stability; 100% = proteasome inhibitor MG132 effect. AID 1321, 2008. Wee1-like protein kinase (Homo sapiens), P30291. reporter increase, % at 5 µM. 220,000 compounds, 1.2% hits;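 active means activation above the mean of all tested compounds plus 3 SD, set per screening run, cut at about 8.8% in these data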;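 further: cells exposed to compound for 20 h before luminescence read; 0% = DMSO alone and 100% = MG132 at 30 µM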
Target sequence (P30291 whole entry K328M): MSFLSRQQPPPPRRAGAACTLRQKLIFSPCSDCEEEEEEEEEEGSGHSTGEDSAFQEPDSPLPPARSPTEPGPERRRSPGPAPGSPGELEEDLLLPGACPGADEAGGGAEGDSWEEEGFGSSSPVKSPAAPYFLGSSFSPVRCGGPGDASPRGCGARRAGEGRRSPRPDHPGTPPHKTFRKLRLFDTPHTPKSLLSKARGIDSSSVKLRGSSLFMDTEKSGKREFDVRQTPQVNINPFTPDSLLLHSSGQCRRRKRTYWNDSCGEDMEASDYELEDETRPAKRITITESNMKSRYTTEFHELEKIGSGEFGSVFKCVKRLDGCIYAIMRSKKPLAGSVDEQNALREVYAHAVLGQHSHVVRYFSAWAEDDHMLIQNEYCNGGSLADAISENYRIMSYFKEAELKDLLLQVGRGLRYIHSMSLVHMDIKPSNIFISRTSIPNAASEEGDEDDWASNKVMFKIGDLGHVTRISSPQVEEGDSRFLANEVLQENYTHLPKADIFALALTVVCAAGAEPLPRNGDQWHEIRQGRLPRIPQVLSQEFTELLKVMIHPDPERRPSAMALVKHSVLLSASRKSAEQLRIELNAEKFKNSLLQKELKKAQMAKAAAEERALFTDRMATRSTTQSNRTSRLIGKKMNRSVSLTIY
MDM2 E3 inh: MDM2-luciferase reporter signal enhancers, primary screen, MDM2 E3 ligase inhibitor project, cell-based, luminescence, 1536-well; AID 1230, 2008; 210,000 compounds, 0.11% hits; cell-based MDM2 ubiquitination luciferase reporter, 2 h; 0 = plate control, 100 = twice control, blank-subtracted; signal enhancement, % at 5 µM;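 active means signal enhancement of 30% or more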;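 further: luminescence tracks abundance of the self-degrading MDM2-luciferase fusion protein; higher signal means inhibition of MDM2 E3 ligase activity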
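Assay system: mammalian cells stably expressing self-ubiquitinating, self-degrading MDM2 E3–luciferase fusion. Quantity: 2000 cells in each well. Medium: DMEM culture medium. Compound dosing: single-point 5 µM. Timing: cell settling 4 h, compound treatment 2 h, both 37 °C. Technique: luciferase luminescence. Read-out basis: percent signal gain over controls, blank-subtracted. Benchmarks: plate controls and plate blanks.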
hK5 inh: human KLK5 protease inhibitors, primary screen, biochemical, 1536-well; 210,000 compounds, 0.59% hits; inhibition, % at 5 µM; AID 873, 2007; recombinant hK5, fluorogenic AMC substrate cleavage;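 active means inhibition of 40% or more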;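 further: 0% = enzyme controls without compound and 100% = no-enzyme blanks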
Target sequence (Q9Y337 67-293 limits assumed): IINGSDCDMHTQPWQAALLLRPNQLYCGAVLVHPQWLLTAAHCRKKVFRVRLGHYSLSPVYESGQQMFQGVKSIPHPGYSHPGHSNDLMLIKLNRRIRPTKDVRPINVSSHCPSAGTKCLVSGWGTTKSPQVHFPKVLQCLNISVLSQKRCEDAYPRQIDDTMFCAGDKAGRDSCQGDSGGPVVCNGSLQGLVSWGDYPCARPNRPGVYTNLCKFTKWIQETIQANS
Rad51 HR inh: human RAD51 strand exchange inhibitors, primary screen, biochemical, fluorescence | inhibition, % at 10 µM | AID 1385, 2008 | hRad51 DNA strand exchange, fluorescence dequenching | 200,000 compounds, 0.085% hits | DNA repair protein RAD51 homolog 1 (Homo sapiens), Q06609;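 active means inhibition above 40% at the single screening dose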;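 further: 0% = DMSO control wells and 100% = blanks with heterologous ssDNA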
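System: human Rad51 nucleoprotein filaments preassembled on unlabelled ssDNA. Reagent: labelled 47-mer dsDNA for strand exchange. Schedule: 30-min compound preincubation and 15-min exchange, both room temperature. Measured by: FRET fluorescence dequenching, excitation 485 nm, emission 520 nm. Read-out: Fluorescence-based percent inhibition, control- and blank-normalised. Benchmarks: plate controls and plate blanks.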
eIF4E-4G inh: eIF4E–eIF4G protein interaction inhibitors, primary screen, biochemical, uHTS, TR-FRET, eIF4GI fragment; Eukaryotic translation initiation factor 4E (Mus musculus) + Eukaryotic translation …; TR-FRET eIF4E-eIF4GI(517-606) binding, 2 h; inhibition, % at 21.7 µM; 220,000 compounds, 0.37% hits;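 active means inhibition above about 30%, limit read from the data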;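 further: 0% = full FRET control wells and 100% = background wells lacking eIF4GI fragment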
* = called active by the depositor; / = not tested or not shown; [ ] = remark or other dose.

Fields: MDM2 E3 inh	Rad51 HR inh	FXIa inh	eIF4E-4G inh	p97 ATPase inh	14-3-3 Bad inh	FXIIa inh 1536	Wee1 stabilizer	hK5 inh
1	COc1ccccc1CN1C[C@@H]2C[C@@H](C3=Cc4cc(Cl)ccc4OC3)N3CCC[C@@]23C1=O
 : -10	10	3	2	0	-16	11	7	/
2	CCCSCC(=O)Nc1ncc2c(n1)-c1ccccc1CC2
 : -6	-58	1	4	-4	20	10	3	-11
3	CC(=O)Nc1cc(S(=O)(=O)Nc2ccccc2)c(C)cc1C
 : -6	2	-3	2[fluorescence artefact?]	-3	-12[fluorescence artefact?]	-6	-1	3
4	CC(=O)c1c(N2CCCC2)[nH]c(-c2ccccc2)nc1=S
 : -13	-2	-4	-2	7	-12	5	2	2
5	O=C(Nc1ccccc1C(=O)NCc1cccnc1)c1ccco1
 : -12	-2	10	-14	5	5	9	3	-15
6	O=C(CSc1nnc(-c2ccccc2)n1Cc1ccccc1)N1CCOCC1
 : 1	3	0	-7	3	-18	10	1	-8
7	CC(=O)NNC(=O)c1sc(=S)n(C)c1C
 : -14	10	-2	-2	0	1	15	-4	3
8	CCCn1c(N)c(N2CCCCC2)c(=O)n(CC(=O)Nc2ccccc2C)c1=O
 : -6	-5	4	-4	-3	-2[fluorescence artefact?]	-2	1	-20
9	O=C(COC(=O)COc1ccccc1)Nc1ccc(OC(F)(F)F)cc1
 : -13	-8	16	4	-2	-16	24	-1	2
10	CC(=O)N(NC(=O)c1ccccc1Cl)C1CC(=O)N(c2ccc(C)cc2)C1=O (stereo not drawn)
 : -5	2	7	-6	4	-3	19	-2	-7
11	CC(C)CCNC(=S)Nc1ccccn1
 : -8	0	4	7	2	-1	7	-3	-18
12	Cc1cc(C(=O)NCC(c2ccco2)N(C)C)no1 (stereo not drawn)
 : -1	-4	0	3	3	-10	17	0	0
13	CCCCc1ccc(NC(=O)N[C@H](C(=O)O)C(C)CC)cc1 (stereo partly drawn)
 : -12	2	11	-13	-4	2	28	-2	-13
14	COc1ccc(OC)c(C2CC(=O)OC3=C2C(=O)CC(C)(C)C3)c1 (stereo not drawn)
 : 2	15	-9	0	2	-7	0	-1	-16
15	CC(C)CC(=O)N1CCN(C(=O)c2cccc(F)c2)CC1
 : -31	1	7	-2	5	-17[fluorescence artefact?]	14	-1	-6
16	CCCCN(C)CCC(=O)Nc1ccc2c(c1)CCC2
 : -3	-2	-2	-1	2	-10	3	2	6
17	COC(=O)c1ccc2c(=O)n(CC3CCCO3)c(SCC(=O)NCCc3ccc(S(N)(=O)=O)cc3)nc2c1 (stereo not drawn)
 : -6	5	-4	2	2	-4	5	0	-4
18	CCSc1nnc(NC(=O)[C@@H](NC(=O)c2ccc(C(C)(C)C)cc2)C(C)C)s1
 : 7	19	-4	-6	-7	15	2	-3	8
19	Cc1noc(NS(=O)(=O)c2ccc(N/C=C\C(=O)c3ccc(Br)cc3)cc2)c1C
 : -2	5	1	-1	-2	3	12	2	1
20	Cc1ccc(-c2cc(C(=O)Nc3cc(C(=O)O)ccc3C)c3ccccc3n2)cc1
 : -19	/	0	0	1	0	12	1	/
21	COc1ccc(CCNC(=O)C2CC(=O)N(C3CCCCCCC3)C2)cc1OC (stereo not drawn)
 : -21	-6	2	3	7	-4	9	-1	-7
22	Cc1noc(C)c1C(=O)N1CCN(S(=O)(=O)c2ccc(F)cc2)CC1
 : -6	-5	-5	-1	-1	-6	5	2	-6
23	CON(C)S(=O)(=O)c1ccc2c(c1)NC(=O)C1CCCN21 (stereo not drawn)
 : -13	1	1	8	-4	-12	15	0	-11
24	CCCCCCC(=O)Nc1ccc(Cl)cn1
 : -3	-1	-7	-2	-4	-1	7	-1	8
25	COc1ccc(OC)c(/C=N/NC(=O)c2ccc(=O)[nH]n2)c1
 : -7	12	4	-2	9	-3	10	1	1
26	C=CCNC(=O)C1CCN(c2ccc(S(=O)(=O)N3CCOCC3)cc2Cl)CC1
 : 11	0	-3	1	4	-9	5	-4	-2
27	COC(=O)c1ccccc1NC(=S)NC(=O)COc1ccccc1Cl
 : 23	/	20	-4	-5	-11	26	-1	3
28	COc1ccc(C2C(C#N)=C(N)N3C(=C2C#N)Sc2ccccc23)cc1 (stereo not drawn)
 : -11	-9	2	-39	5	9	18	3	-24
29	Cc1cc(C)nc(SCCS(=O)(=O)Cc2ccc(Cl)cc2)n1
 : 1	-1	-1	0[fluorescence artefact?]	-2	-20	9	-1	-12
30	CN1CCN(S(=O)(=O)c2cccs2)CC1
 : -15	5	1	2	1	-4	5	-2	2
31	c1ccc2c(c1)[nH]c1c3ccccc3sc21
 : -3	-2	-2	3	8	-10	6	2	-5
32	Cc1ccc(CN2C(=O)CCC2C(=O)NC2CCCC2)cc1 (stereo not drawn)
 : -4	0	-19	1[fluorescence artefact?]	2	10[fluorescence artefact?]	13	3	5
33	Cc1ccc(CNC(=O)C2CCCN(S(=O)(=O)c3c(C)noc3C)C2)cc1 (stereo not drawn)
 : -3	1	4	1	2	-4	2	0	-20
34	Cc1ccccc1C(C(=O)NC1CCCC1)N(C(=O)Cc1cccs1)c1ccc2c(c1)OCCO2 (stereo not drawn)
 : -15	10	-5	-19	0	6	6	0	-6
35	CCCCS(=O)(=O)C1CCS(=O)(=O)C1 (stereo not drawn)
 : -11	-5	8	-5	-4	2	12	0	-8
36	COCCN1CCn2c(nc3cc(NC(=O)c4ccc(OC)cc4)ccc32)C1
 : -1	-9	2	4	4	-7	4	-1	-15
37	CCN(C(=O)CSc1nnc(-c2ccncc2)n1-c1ccccc1)C1CCS(=O)(=O)C1 (stereo not drawn)
 : -12	-21	-6	3	0	-8	2	-1	2
38	CCCC12CN3CC(C)(CN(C1)C3c1ccc([N+](=O)[O-])o1)C2=O (stereo not drawn)
 : 2	18	2	-1	8	0	7	0	-1
39	O=c1c2ccccc2nnn1Cc1nnc(-c2ccccc2Br)o1
 : -2	0	4	-2	6	0	13	-1	7
40	COC(=O)c1ccc(CN(C(C)=O)c2ccccc2)o1
 : -11	0	-2	2	-1	-10	6	0	-14
41	CSCCC(=O)Nc1cc(S(=O)(=O)N2CCOCC2)ccc1N1CCN(C)CC1
 : -2	9	0	-2	3	-2	-2	-1	-6
42	CC(C)CC(C)NC(=O)c1ccc(C(F)(F)F)cc1 (stereo not drawn)
 : -17	-3	5	2	-8	0	6	-1	-7
43	C/C(=N\NC(=O)Nc1ccccc1)c1ccccc1
 : -19	-5	5	2	-5	2	8	0	-8
44	COc1ccc([C@H]2C(C#N)=C([S-])N[C@](C)(O)[C@@H]2[n+]2ccccc2)cc1
 : -5	-31	-1	-6	6	20	4	-4	0
45	COc1ccc(NC(=O)CC2C(=O)N(Cc3ccco3)C(=S)N2C(C)C)cc1 (stereo not drawn)
 : -3	-3	1	1	6	-5	6	-4	-2
46	Cc1ccc(-n2ncc(C(=O)Nc3cc(Cl)ccc3Cl)c2C2CCNCC2)cc1
 : -22	15	-1	-1	0	-7	12	-3	-5
47	O=S(=O)(/C=C/c1ccccc1)Oc1ccccc1
 : -4	2	6	3	0	-2	8	0	2
48	COc1ccc(NC(=O)c2sc(=S)[nH]c2N)cc1
 : -4	2	6	-6	4	13	5	5	6
49	COC(=O)C(NC(=O)c1ccccc1)=C1CCCCC1
 : -14	7	-5	7	-5	-8	4	-1	-8
50	CCOC(=O)C1=C(CS(=O)(=O)c2ccc(F)c(C)c2)NC(=O)NC1c1ccc(O)c(O)c1 (stereo not drawn)
 : -18	-3	19	1	-1	-16	23	-4	-11
51	COc1ccc(C(=O)CN2CCN(c3cc(C)nc4ccccc34)CC2)cc1
 : -13	-12	12	2	3	-1	9	-2	4
52	COc1ccc(OC)c(NC(=O)CN2C(=O)c3ccccc3S2(=O)=O)c1
 : 7	0	6	-6	4	13	15	-1	-15
53	O=C(Cn1cncn1)N/N=C/c1cc([N+](=O)[O-])ccc1O
 : -17	10	-5	1	4	-6	12	-2	-23
54	NC(=O)CNC(=O)C1CCCc2c1[nH]c1ccc(Cl)cc21 (stereo not drawn)
 : 7	-3	4	1	0	-3	4	6	1
55	C#CCOCCOCCOCCNc1nc(N2CCN(C(=O)[C@H](CCC(=O)O)n3cc(C(N)Cc4ccc(O)cc4)nn3)CC2)nc(N2CCN(C(=O)[C@H](CCC(=O)O)n3cc(C(N)Cc4ccc(O)cc4)nn3)CC2)n1 (stereo partly drawn)
 : /	3	3	0	0	1	9	-2	5
56	CCN(CC)CCCN=Cc1c(O)n(-c2ccc(C)cc2)c(=O)c2ccccc12
 : -1	/	-2	-1	3	-6	6	6	0
57	CCCCn1c(C(C)O)nc2ccccc21 (stereo not drawn)
 : 4	-4	1	-5[fluorescence artefact?]	-1	-2[fluorescence artefact?]	15	0	-5
58	O=C(NC(=S)NC1CCCCCC1)c1cncc(Br)c1
 : 11	-1	8	-1	3	7[fluorescence artefact?]	9	-2	-15
59	Cn1c(=O)c(C(=O)Nc2ccccn2)c(O)c2ccccc21
 : -7	6	0	-29[fluorescence artefact?]	2	10[fluorescence artefact?]	8	1	7
60	CN(C)S(=O)(=O)c1ccc(NC(=O)Cn2c(-c3ccccc3)noc2=O)cc1
 : -12	8	2	1[fluorescence artefact?]	-3	-4	11	-2	-13

(more compounds)
Fields: MDM2 E3 inh	Rad51 HR inh	FXIa inh	eIF4E-4G inh	p97 ATPase inh	14-3-3 Bad inh	FXIIa inh 1536	Wee1 stabilizer	hK5 inh
61	Cc1onc(-c2c(F)cccc2Cl)c1C(=O)Nc1cccc2nsnc12
 : -5	9	3	-7	3	-1	15	-2	-31
62	c1csc(C2=NNC(=NC3CCCCC3)SC2)c1
 : -22	-7	-2	4	6	-7	0	0	-7
63	O=c1c2c([nH]n1-c1ccccc1)CCCC2
 : 1	-181	1	-3	2	-7	11	-2	-3
64	COc1cc(C(O)P(=O)(OC(C)C)c2ccc(N(C)C)cc2)cc(OC)c1OC (stereo not drawn)
 : -19	-1	1	6	-7	-8	7	2	-8
65	CCN(CC)S(=O)(=O)c1ccc(C(=O)OCC(=O)NCc2ccco2)cc1
 : -18	2	-7	7	0	-17	4	-5	-6

Source: PubChem BioAssay (several laboratories)
